Source: PubChem BioAssay (several laboratories)
H9c2 protect – modulators protecting cardiomyocytes from myocardial damage; H9c2 cardiomyocytes, H2O2 injury protection, ATPLite, 2 h; protection from H2O2 cell death, % at 20 µM; 360,000 tested, 0.63% active; AID 588492;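 active = compounds giving at least 50% protection of heart cells from peroxide-induced death in the single-dose screen, raw or plate-pattern-corrected value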;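 also: 0% = DMSO wells with peroxide and 100% = DMSO wells without peroxide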
m5-HT2A agonist – activates the mouse 5-HT2A serotonin receptor; P35363; CHO-K1 mHTR2A beta-arrestin complementation, luminescence; percent of 30 µM serotonin response; activation, % at 7.6 µM; 360,000 tested, 0.66% active;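 active = activation above a run cutoff, the mean activation of all tested compounds plus 3 SD, cut at about 14% in these data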;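 also: 0% = plate median of compound wells and 100% = 30 µM serotonin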
Target sequence (P35363 whole entry, looked up): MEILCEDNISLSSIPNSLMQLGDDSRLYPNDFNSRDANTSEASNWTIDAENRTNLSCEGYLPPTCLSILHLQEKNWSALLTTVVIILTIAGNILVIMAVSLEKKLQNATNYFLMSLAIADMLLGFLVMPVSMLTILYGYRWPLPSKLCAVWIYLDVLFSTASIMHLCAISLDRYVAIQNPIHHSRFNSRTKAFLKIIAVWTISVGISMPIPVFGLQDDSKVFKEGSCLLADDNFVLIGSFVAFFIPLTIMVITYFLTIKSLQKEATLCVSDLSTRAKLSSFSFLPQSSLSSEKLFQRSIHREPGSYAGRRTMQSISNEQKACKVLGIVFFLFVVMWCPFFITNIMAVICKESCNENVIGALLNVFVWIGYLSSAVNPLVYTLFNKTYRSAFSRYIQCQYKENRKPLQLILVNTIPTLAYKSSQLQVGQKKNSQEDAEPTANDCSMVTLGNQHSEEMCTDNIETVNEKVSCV
Granule exo inh – blocks lytic granule exocytosis | TALL-104 LAMP-1 surface exposure, flow cytometry; cells stimulated with thapsigargin and PMA | inhibition, % at 10 µM | 360,000 tested, 0.66% active | AID 651702;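 active = inhibition above about 55%, limit read from the data; inconclusive = no clear call, values can overlap the other calls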
ABHD5-PLIN5 inh – inhibitors of human ABHD5-perilipin-5 interaction; Split G. princeps luciferase complementation, luminescence, 4 h; inhibition, % at 4 µM; 360,000 tested, 0.78% active; AID 602281;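 active = inhibition above the mean inhibition across every tested compound plus 3 SD, cut at about 22% in these data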;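 also: 0% = DMSO only wells and the 100% control is not disclosed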
ABCB6 inh 2 – blocks the human ABCB6 transporter. Q9NP58. K562-ABCB6 porphyrin accumulation, flow cytometry, 1 h; active compounds read low. fluorescence ratio to DMSO, % at 10 µM. 360,000 tested, 0.19% active;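 active = fluorescence ratio to DMSO below 75%, the collection mean minus 3 SD; inconclusive = too few cells collected in the well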;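 also: signal is porphyrin accumulated inside mitochondria; 100% equals median channel fluorescence of DMSO control wells; lower ratio means ABCB6 inhibition with less porphyrin fluorescence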
iPSC survival up – hiPSC single-cell survival enhancement; ATPlite luminescence; 100% = ROCK inhibitor wells, 0% = DMSO; survival enhancement, % at 20 µM; 360,000 tested, 0.044% active; AID 602274; in the data active = survival enhancement above about 18%;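 also: cells exposed to compounds for 16 hours before the ATP read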
aDG glyco act – increases alpha dystroglycan glycosylation; Pro5-aDG cells, alpha-DG glycosylation AlphaScreen (IIH6); 0% Pro5, 100% B10-LARGE cell signal; activation, % at 10 µM; 360,000 tested, 0.22% active; AID 624168;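 active = activation of at least 8% versus controls, or a plate z-score of at least 8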;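 also: Pro5 are CHO cells carrying HIG-tagged alpha-DG that lacks glycosylation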
MC4R ag barr – activates human MC4R beta-arrestin recruitment; 360,000 tested, 0.98% active; activation, % at 8.9 µM; U2OS MC4R beta-arrestin complementation, luminescence; percent of melanotan II response, DMSO zero;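 active = activation above a per-plate cutoff, the mean activation of sample wells on that plate plus 3 SD, cut at about 8% in these data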
Target sequence (P32245 whole entry, looked up): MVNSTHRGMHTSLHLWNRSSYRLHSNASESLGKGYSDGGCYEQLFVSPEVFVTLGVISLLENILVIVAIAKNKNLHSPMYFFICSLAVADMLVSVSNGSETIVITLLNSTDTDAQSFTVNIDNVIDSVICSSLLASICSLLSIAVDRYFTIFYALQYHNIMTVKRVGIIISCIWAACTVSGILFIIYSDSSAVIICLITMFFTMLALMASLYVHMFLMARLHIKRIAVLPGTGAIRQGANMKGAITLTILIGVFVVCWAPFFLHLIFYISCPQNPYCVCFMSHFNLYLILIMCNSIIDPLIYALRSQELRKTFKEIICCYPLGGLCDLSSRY
MC4R antag cAMP – human MC4R antagonism in cAMP assay | P32245 | MC4R-expressing cells, MTII-stimulated cAMP, LANCE TR-FRET | inhibition, % at 6.5 µM | 360,000 tested, 0.48% active | AID 540295;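 active = inhibition above its plate's cutoff, the mean of tested wells on that plate plus 3 SD, cut at about 29% in these data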;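 also: 0% = Melanotan II alone and 100% = Melanotan II plus saturating MCL0020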
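System: U2OS cells stably expressing human melanocortin 4 receptor (MC4R). Reagent: Melanotan II challenge after compound preincubation. Doses: 6.5 µM. Times: 30-min compound, 1-h challenge, 1-h detection, room temperature. Measured by: TR-FRET with Eu-cAMP and labeled anti-cAMP, 671 nm. Replicates: singlicate.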
N-glyco inh – blocks N-linked glycosylation in D54 reporter cells. D54 ERlucT glycosylation luciferase reporter, 24 h; percent of 100 nM tunicamycin response. 360,000 tested, 0.23% active. AID 588692. reporter increase, % at 12.5 µM;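 active = mean luciferase reporter signal, scaled so untreated is 0 and the glycosylation-blocking control 100, at or above a set limit in every replicate; inconclusive = mean reaches the limit but not every replicate does; inactive = mean below the limit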;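 also: luciferase carries N-glycosylation sites so blocking glycosylation raises the light; 0% = median of neutral control wells and 100% = median of 100 nM tunicamycin wells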
Starred values were filed as active, the others as inactive.

Results for CCC(NC(=O)Nc1ccc(O)cc1)(C(F)(F)F)C(F)(F)F ?
H9c2 protect: -12; m5-HT2A agonist: -3; Granule exo inh: 7; ABHD5-PLIN5 inh: -32; ABCB6 inh 2: 211; iPSC survival up: 2.8; aDG glyco act: 0.0; MC4R ag barr: -1.4; MC4R antag cAMP: 9; N-glyco inh: 3

What do the screens show for `CC1CCCCC1NC(=O)CN1C(=O)NC(C)(c2cc(F)ccc2F)C1=O` (stereo not drawn)?
H9c2 protect: -4; m5-HT2A agonist: -3; Granule exo inh: 7; ABHD5-PLIN5 inh: 3; ABCB6 inh 2: 101; iPSC survival up: 1.7; aDG glyco act: -0.2; MC4R ag barr: 0.6; MC4R antag cAMP: 3; N-glyco inh: 2

Results for CCS(=O)(=O)N1CCC(c2nc(-c3ccc(C)cc3)no2)CC1 ?
H9c2 protect: -6; m5-HT2A agonist: 2; Granule exo inh: -4; ABHD5-PLIN5 inh: 2; ABCB6 inh 2: 96; iPSC survival up: -1.4; aDG glyco act: 0.2; MC4R ag barr: -0.3; MC4R antag cAMP: 6; N-glyco inh: 0

Results for Cc1c(Cl)cccc1NC(=S)N1CCCCCC1 ?
H9c2 protect: -6; m5-HT2A agonist: -6; Granule exo inh: 21; ABHD5-PLIN5 inh: 7; ABCB6 inh 2: 98; iPSC survival up: -0.1; aDG glyco act: 0.0; MC4R ag barr: 3.6; MC4R antag cAMP: 0

Results for O=C1NC(=O)C2(CCc3ccccc32)N1 (stereo not drawn) ?
H9c2 protect: 0; m5-HT2A agonist: 0; Granule exo inh: -3; ABHD5-PLIN5 inh: 3; ABCB6 inh 2: 94; iPSC survival up: 1.8; aDG glyco act: 0.1; MC4R ag barr: -0.9; MC4R antag cAMP: 0; N-glyco inh: 0

How did COc1ccc(C(=O)NC(=O)NC2(C(Cl)(Cl)Cl)OCCO2)cc1 do in these assays?
H9c2 protect: -5; m5-HT2A agonist: 0; Granule exo inh: 2; ABHD5-PLIN5 inh: -1; ABCB6 inh 2: 96; iPSC survival up: 0.3; aDG glyco act: 0.0; MC4R ag barr: 7.4; MC4R antag cAMP: -1; N-glyco inh: -14

What do the screens show for `CCOC(=O)c1cccc(NC(=S)N2CCN(c3ncc4c(=O)c(C(=O)O)cn(CC)c4n3)CC2)c1`?
H9c2 protect: -4; m5-HT2A agonist: 0; Granule exo inh: -1; ABHD5-PLIN5 inh: -2; ABCB6 inh 2: 98; iPSC survival up: 0.0; aDG glyco act: 0.5; MC4R ag barr: -0.6; MC4R antag cAMP: 16; N-glyco inh: 3

How did CCOC(=O)c1cc(C#N)c(Nc2ccccc2OC)nc1C(F)(F)F do in these assays?
H9c2 protect: -9; m5-HT2A agonist: 3; Granule exo inh: -2; ABHD5-PLIN5 inh: -7; ABCB6 inh 2: 98; iPSC survival up: -0.7; aDG glyco act: -0.1; MC4R ag barr: 0.3; MC4R antag cAMP: 7; N-glyco inh: -1

Results for CCOC(=O)C1CCN(C(=O)c2ccc3c(c2)NC(=O)/C(=C\c2ccc(C)cc2)S3)CC1 ?
H9c2 protect: -9; m5-HT2A agonist: -2; Granule exo inh: 50; ABHD5-PLIN5 inh: -4; ABCB6 inh 2: 93; iPSC survival up: -0.1; aDG glyco act: 0.8; MC4R ag barr: -2.8; MC4R antag cAMP: 0; N-glyco inh: 0

What do the screens show for `N#Cc1c(NC(=O)C2CC=CCC2C(=O)O)sc2c1CCCCCC2` (stereo not drawn)?
H9c2 protect: 2; m5-HT2A agonist: 1; Granule exo inh: -5; ABHD5-PLIN5 inh: -2; ABCB6 inh 2: 100; iPSC survival up: -1.8; aDG glyco act: -0.5; MC4R ag barr: 0.4; MC4R antag cAMP: 3; N-glyco inh: 1

Results for CN(C(=O)COc1ccccc1)c1nc(-c2ccc(F)cc2)cs1 ?
H9c2 protect: -4; m5-HT2A agonist: 1; Granule exo inh: -1; ABHD5-PLIN5 inh: -1; ABCB6 inh 2: 96; iPSC survival up: -2.6; aDG glyco act: 0.0; MC4R ag barr: -2.7; MC4R antag cAMP: 1; N-glyco inh: -3

What do the screens show for `CNC(=O)/C(C#N)=C\c1cc(C)n(-c2ccc(N3CCOCC3)cc2)c1C`?
H9c2 protect: -6; m5-HT2A agonist: 6; Granule exo inh: -2; ABHD5-PLIN5 inh: -8; ABCB6 inh 2: 97; iPSC survival up: -2.0; aDG glyco act: -0.6; MC4R ag barr: 2.1; MC4R antag cAMP: 21; N-glyco inh: -1

How did O=C(COC(=O)c1ccc(S(=O)(=O)NCc2ccco2)cc1)NCc1ccccc1 do in these assays?
H9c2 protect: -3; m5-HT2A agonist: -3; Granule exo inh: 1; ABHD5-PLIN5 inh: 7; ABCB6 inh 2: 94; iPSC survival up: -2.1; aDG glyco act: 0.1; MC4R ag barr: -1.9; MC4R antag cAMP: 3; N-glyco inh: 2

Results for CCCCNC(=O)c1onc(CSc2ccc(OC)cc2)c1C(=O)O ?
H9c2 protect: 3; m5-HT2A agonist: -1; Granule exo inh: -4; ABHD5-PLIN5 inh: -8; ABCB6 inh 2: 101; iPSC survival up: -2.1; aDG glyco act: 0.2; MC4R ag barr: -2.5; MC4R antag cAMP: 12; N-glyco inh: 2

What do the screens show for `CC(C)c1ccc(NC(=O)COc2ccccc2)cc1`?
H9c2 protect: 2; m5-HT2A agonist: 2; Granule exo inh: 8; ABHD5-PLIN5 inh: -3; ABCB6 inh 2: 100; iPSC survival up: -0.4; aDG glyco act: 0.0; MC4R ag barr: 0.1; MC4R antag cAMP: 10; N-glyco inh: 2

Results for Cc1ccc(C(=O)N2CCCC(Nc3ccc(F)cc3)C2)cc1C (stereo not drawn) ?
H9c2 protect: -7; m5-HT2A agonist: -5; Granule exo inh: 5; ABHD5-PLIN5 inh: 1; ABCB6 inh 2: 97; iPSC survival up: 0.2; aDG glyco act: 0.0; MC4R ag barr: -1.2; MC4R antag cAMP: 5; N-glyco inh: 2

How did CN1CCC(C)(C(=O)Nc2ccc3c(c2)OCCO3)C1 (stereo not drawn) do in these assays?
H9c2 protect: -3; m5-HT2A agonist: -1; Granule exo inh: 0; ABHD5-PLIN5 inh: 0; ABCB6 inh 2: 110; iPSC survival up: 1.3; aDG glyco act: -0.1; MC4R ag barr: -1.3; MC4R antag cAMP: 2; N-glyco inh: 1

How did CCOC(=O)CSc1ccc(S(=O)(=O)N2CCC(C)CC2)cc1[N+](=O)[O-] do in these assays?
H9c2 protect: -7; m5-HT2A agonist: -4; Granule exo inh: 5; ABHD5-PLIN5 inh: -4; ABCB6 inh 2: 89; iPSC survival up: 0.6; aDG glyco act: 0.0; MC4R ag barr: 0.9; MC4R antag cAMP: 13; N-glyco inh: 3

What do the screens show for `CCCCn1c(N)c(N(CC(C)C)C(=O)CCCn2c(=O)oc3ccccc32)c(=O)[nH]c1=O`?
H9c2 protect: 4; m5-HT2A agonist: 0; Granule exo inh: -2; ABHD5-PLIN5 inh: 2; ABCB6 inh 2: 104; iPSC survival up: -0.4; aDG glyco act: 0.2; MC4R ag barr: -0.5; MC4R antag cAMP: 3; N-glyco inh: 3

What do the screens show for `CCOC(=O)N1CCC(NC(=O)CSCc2nc(-c3ccc(OC)cc3)oc2C)CC1`?
H9c2 protect: 2; m5-HT2A agonist: 9; Granule exo inh: -1; ABHD5-PLIN5 inh: -1; ABCB6 inh 2: 102; iPSC survival up: 0.1; aDG glyco act: -0.1; MC4R ag barr: 1.0; MC4R antag cAMP: -2; N-glyco inh: 2

What do the screens show for `COc1cc(CNC(=O)Nc2nnc([C@@H]3C[C@H](O)[C@@H](CO)O3)s2)cc(OC)c1OC`?
H9c2 protect: 12; m5-HT2A agonist: 0; Granule exo inh: 6; ABHD5-PLIN5 inh: 6; ABCB6 inh 2: 98; iPSC survival up: -3.6; aDG glyco act: -0.3; MC4R ag barr: -2.2; MC4R antag cAMP: 6; N-glyco inh: 1

Results for O=C(CN1CCN(S(=O)(=O)c2ccc(Cl)cc2)CC1)NC1CCCC1 ?
H9c2 protect: 1; m5-HT2A agonist: 10; Granule exo inh: -5; ABHD5-PLIN5 inh: 10; ABCB6 inh 2: 103; iPSC survival up: -0.3; aDG glyco act: 0.1; MC4R ag barr: 0.0; MC4R antag cAMP: -4; N-glyco inh: 1

Results for Cc1onc(-c2ccccc2Cl)c1C(=O)N/N=C(\N)COc1ccc(Cl)cc1 ?
H9c2 protect: 60*; m5-HT2A agonist: -4; Granule exo inh: 0; ABHD5-PLIN5 inh: 0; ABCB6 inh 2: 100; iPSC survival up: -0.7; aDG glyco act: 0.4; MC4R ag barr: -2.9; MC4R antag cAMP: -8; N-glyco inh: 5

What do the screens show for `COc1ccccc1OCCn1cc(C(=O)c2ccco2)c2ccccc21`?
H9c2 protect: 13; m5-HT2A agonist: -10; Granule exo inh: 1; ABHD5-PLIN5 inh: 1; ABCB6 inh 2: inconclusive; iPSC survival up: 1.7; aDG glyco act: 0.5; MC4R ag barr: 0.5; MC4R antag cAMP: 2; N-glyco inh: -2

What do the screens show for `CCOC(=O)c1c(NC(=O)c2ccc(Cl)s2)sc(C)c1C`?
H9c2 protect: -2; m5-HT2A agonist: -1; Granule exo inh: -1; ABHD5-PLIN5 inh: -8; ABCB6 inh 2: 100; iPSC survival up: 1.9; aDG glyco act: -0.2; MC4R ag barr: -0.4; MC4R antag cAMP: 1; N-glyco inh: 0

What do the screens show for `O=C1C=C(CCc2ccccc2)CCC1`?
H9c2 protect: -7; m5-HT2A agonist: -4; Granule exo inh: 0; ABHD5-PLIN5 inh: 1; ABCB6 inh 2: 101; iPSC survival up: 1.7; aDG glyco act: -0.4; MC4R ag barr: 0.1; MC4R antag cAMP: 15; N-glyco inh: 3

Results for O=C(CCc1nc2ccccc2c(=O)[nH]1)N1CCN(C/C=C/c2ccccc2)CC1 ?
H9c2 protect: 59*; m5-HT2A agonist: -4; Granule exo inh: -2; ABHD5-PLIN5 inh: -4; ABCB6 inh 2: 85; iPSC survival up: -1.1; aDG glyco act: 1.3; MC4R ag barr: -1.2; MC4R antag cAMP: -1; N-glyco inh: -2

Fetched by compound from the entries so far, 2 records:
Results for O=C(CN1CCN(S(=O)(=O)c2ccc(Cl)cc2)CC1)NC1CCCC1 ?
H9c2 protect: 1; m5-HT2A agonist: 10; Granule exo inh: -5; ABHD5-PLIN5 inh: 10; ABCB6 inh 2: 103; iPSC survival up: -0.3; aDG glyco act: 0.1; MC4R ag barr: 0.0; MC4R antag cAMP: -4; N-glyco inh: 1

What do the screens show for `COc1cc(CNC(=O)Nc2nnc([C@@H]3C[C@H](O)[C@@H](CO)O3)s2)cc(OC)c1OC`?
H9c2 protect: 12; m5-HT2A agonist: 0; Granule exo inh: 6; ABHD5-PLIN5 inh: 6; ABCB6 inh 2: 98; iPSC survival up: -3.6; aDG glyco act: -0.3; MC4R ag barr: -2.2; MC4R antag cAMP: 6; N-glyco inh: 1
